Screening data deposited in PubChem BioAssay by several laboratories.
M. tuberculosis GlmU: inhibition of mycobacterial GlmU enzyme – biochemical, glucosamine-1-phosphate acetyltransferase (AID 1376); inhibition, %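 (tested at 30 µM in the primary screen)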; hits with a dose series show IC50 in µM; M. tuberculosis GlmU acetyltransferase enzyme assay; higher % means a stronger effect; 0.25% of 220,000 active; in the data active = inhibition above about 13%;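 note: 0% = complete reaction with vehicle and 100% = reaction without substrate; strong numbers were not always called active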
Mtb RmlCD inh: M. tuberculosis RmlC/RmlD inhibition; P9WH09+P9WH11; RmlC+RmlD coupled enzyme assay, percent inhibition; primary screen in compound mixtures; inhibition, % at 3.6 µM; 0.03% of 160,000 active; AID 1533; in the data active = inhibition mostly above about 34%, no sharp cut-off; note: some results filed as inactive read as strong as hits
Target sequence (P9WH09 whole entry, looked up): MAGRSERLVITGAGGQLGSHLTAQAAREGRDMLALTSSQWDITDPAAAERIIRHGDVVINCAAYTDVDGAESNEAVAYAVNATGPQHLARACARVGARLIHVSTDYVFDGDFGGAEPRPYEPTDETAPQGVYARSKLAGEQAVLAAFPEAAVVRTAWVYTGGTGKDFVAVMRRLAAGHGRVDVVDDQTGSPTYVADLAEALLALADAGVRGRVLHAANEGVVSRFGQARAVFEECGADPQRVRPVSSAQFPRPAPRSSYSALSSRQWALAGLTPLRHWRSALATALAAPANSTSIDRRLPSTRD
Target sequence (P9WH11 whole entry, looked up): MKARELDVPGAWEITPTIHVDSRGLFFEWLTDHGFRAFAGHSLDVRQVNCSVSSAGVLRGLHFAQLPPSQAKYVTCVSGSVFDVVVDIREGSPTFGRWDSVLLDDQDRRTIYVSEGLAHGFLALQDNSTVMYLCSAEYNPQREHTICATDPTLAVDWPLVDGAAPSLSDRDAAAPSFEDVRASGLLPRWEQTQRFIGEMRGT
Numbers without * were called inactive; nt = not tested or not shown.

SMILES	M. tuberculosis GlmU	Mtb RmlCD inh
CN(/N=C/c1ccncc1)C1=NS(=O)(=O)c2ccccc21	0.5%	nt
CCOC(=O)c1cc2c(nc1N)CC(C)(C)OC2	-6.5%	nt
COc1ccc(NC2CC(=O)N(C)C2=O)cc1 (stereo not drawn)	-3.3%	nt
Cc1cc(C)nc(SCC(=O)N/N=C/c2cccs2)n1	0.8%	-15.3
COc1ccc(S(=O)(=O)NC(C)C)cc1C(=O)NC1CCCCC1	6.9%	-1.3
O=C(Nc1ccc2oc(-c3ccccc3F)nc2c1)c1ccco1	0.7%	1.4
CCOc1cc(/C=N/O)ccc1OCc1ccc(F)cc1	0.5%	-11.6
CC1(C)CC(=O)C2=C(C1)OC(N)=C(C#N)C2c1ccccc1 (stereo not drawn)	9.8%	nt
Nc1nc(NCc2ccco2)nc(N2CCCCC2)c1[N+](=O)[O-]	5.1%	-12.3
COC(=O)c1ccc(C)c(NS(=O)(=O)c2ccc(C)c([N+](=O)[O-])c2)c1	1.2%	nt
Cn1c(SCc2cccc(Cl)c2)nc(C(F)(F)F)cc1=O	-0.5%	8.2
NC(=S)NNc1cccc2cccnc12	-2.6%	-6.1
COc1ccc(-c2noc(CCC(=O)NCC3CCCO3)n2)cc1 (stereo not drawn)	-4.4%	11.0
Oc1ccccc1C1CC(c2cccs2)=NC(c2cccc(Br)c2)N1 (stereo not drawn)	0.2%	-12.1
O=c1c(-c2ccc(Cl)cc2)[n+]([O-])c2ccccc2n1OCc1ccccn1	7.5%	nt
Cc1ccnc2nc(C(=O)OCCOc3ccc(Cl)cc3)nn12	1.9%	7.0
Cc1cc(NC(=O)COC(=O)c2n[nH]c3ccccc23)no1	-1.0%	nt
CCc1cc2c(=O)c(-c3ccon3)c(N)oc2cc1OC	4.6%	-5.5
Fc1ccc(Cc2nnc(-c3cccs3)o2)cc1	-2.0%	5.8
CC(=O)Nc1cccc(OCc2ccc(S(=O)(=O)Cc3ccccc3)cc2)c1	-12.3%	-8.6
Nc1ccccc1C(=O)N=Nc1[nH]c(N)c2ccccc12	0.9%	-14.8
O=C(COC(=O)Cc1cn2ccsc2n1)NC12CC3CC(CC(C3)C1)C2	-6.1%	nt
CN(C)S(=O)(=O)c1ccc(Cl)c(NC(=O)CN2CCNC(=O)C2)c1	0.8%	-8.5
CO/N=C1\CCCc2c(C(=O)NN)sc(SC)c21	-0.8%	-9.8
Cn1ncc2c(NCc3cccc(C(F)(F)F)c3)c(C(=O)O)cnc21	5.9%	3.4
N#Cc1c(-c2ccc(Cl)cc2)c(C#N)c(=O)n(N)c1N	-2.5%	18.3
CC(=O)c1cccc(NC(=O)N[C@@H](CC(C)C)C(=O)O)c1	0.1%	11.6
CCN1CCN(/C=N/c2nc(C)cs2)CC1	4.5%	nt
CCOC(=O)c1sc(=S)n2c1[nH]c(=O)c1ccc(C(=O)OC)cc12	3.5%	0.1
Cc1ccc(-c2nc3sc4c(c3c(=O)n2N)CC(C)(C)OC4)cc1	3.5%	nt
COc1cc(-c2nc3cccc(C)n3c2NCC2CCCO2)ccc1O (stereo not drawn)	6.6%	-6.0
CC1=NN(c2ccccc2)C(=O)/C1=C/c1c(O)[nH]c(=O)[nH]c1=O	1.6%	-2.8
CCCNC(=O)c1nnsc1Sc1ccc(Cl)cc1	1.0%	4.0
O=C1CSC(c2ccncc2)N1Cc1ccc(F)cc1 (stereo not drawn)	-3.5%	nt
O=C(COC(=O)C1c2ccccc2Oc2ccccc21)Nc1ccc2c(c1)OCO2	-1.4%	nt
COC(=O)c1ccc(CSc2nnc(CNC(=O)c3ccc(OC)cc3)o2)o1	-1.4%	15.8
CC1=C(C(=O)OC2CCCC2)C(c2coc3ccc(C)cc3c2=O)C2=C(CCCC2=O)N1 (stereo not drawn)	1.7%	-8.4
CCCCOC(=O)c1ccc(Nc2ccc([N+](=O)[O-])cn2)cc1	3.5%	nt
CCN(CC)S(=O)(=O)c1c(Br)cc(C)cc1Br	2.0%	25.3
Cc1cc(C(=O)OCC(=O)N2CCN(C(=O)c3ccco3)CC2)c(C)n1-c1ccc(F)cc1	-0.8%	3.2
O=C(Cn1nc(-c2ccccc2)c2ccccc2c1=O)Nc1ccccn1	7.8%	3.6
Cc1cc(C)nc(N2CCCC(C(=O)Nc3ccc4c(c3)OCO4)C2)n1 (stereo not drawn)	0.8%	2.0
CCNCCNC(=O)c1c(O)c2cccc3c2n(c1=O)CCC3	2.5%	-10.1
COc1ccc(OCC(=O)Nc2ccccc2OC(F)F)cc1	1.7%	nt
CCCOC(=O)c1ccc(-n2nnnc2SCC(=O)N2CCCCC2)cc1	-2.8%	-2.4
CC1(C)CC(=O)C=C(NCc2cccs2)C1	7.5%	6.2
CCOC(=O)C(C)(C)Sc1nc2c(cnn2-c2ccc(C)cc2)c(=O)[nH]1	2.0%	nt
CCOC(=O)c1c(N)n[nH]c1-c1ccccc1	-4.5%	0.2
Cc1ccc(/C=N/N2CCN(C3c4ccccc4-c4ccccc43)CC2)o1	-1.3%	nt
Cc1nccn1CCC(=O)O	2.3%	nt
O=[N+]([O-])/C(C(Cl)=C(Cl)Cl)=C(/Sc1ccccc1)N1CCCCC1	3.7%	-4.6
C=CCOC(=O)C1=C(C)Nc2[nH]c(=O)[nH]c(=O)c2C1c1ccccc1 (stereo not drawn)	-5.0%	7.9
Cc1cc(NC(=O)CSc2nc(-c3ccccc3)c(C#N)c(=O)[nH]2)no1	8.2%	nt
O=C1CS/C(=C/C(=O)c2ccccc2)N1	3.4%	nt
CCS(=O)(=O)Nc1ccc(NC(C)=O)cc1	-2.1%	11.1
C/C(CC(=O)Nc1ccccn1)=N\NC(=O)c1cnccn1	0.5%	8.3
O=C(NCc1ccco1)c1cc2n(n1)C(C(F)(F)F)CC(c1ccc(Cl)c(Cl)c1)N2 (stereo not drawn)	5.5%	66.5
CCOC(=O)Cc1nnc(Nc2ccc(C(=O)NC)cc2)c2ccccc12	-3.9%	nt
Cn1c(-c2ccc(Cl)cc2)cnc1NCc1cc2c(cc1[N+](=O)[O-])OCO2	-0.4%	-9.9
CCc1ccc(NC(=S)Nc2ccc3[nH]c(=O)[nH]c3c2)cc1	-3.3%	-4.3

Next compounds follow:
SMILES	M. tuberculosis GlmU	Mtb RmlCD inh
CCC1CCCCN1C(=O)CSc1nnc(-c2ccco2)o1 (stereo not drawn)	-0.9%	-6.8
CN(C)c1ccc(NC(=O)Nc2cccc(Cl)c2)cc1	-2.2%	nt
CC1(c2ccccc2)NC(=O)N(Cc2ccc([N+](=O)[O-])cc2)C1=O (stereo not drawn)	-4.1%	3.6
CC(C)(C)NC(=O)c1ccc2c(c1)C(=O)N(C1CCCCC1)C2=O	2.2%	6.4
COc1nccnc1NS(=O)(=O)c1ccc(N=Cc2c(C)[nH]n(-c3ccccc3)c2=O)cc1	1.6%	-14.5
Oc1[nH]c2ccccc2c1N=Nc1ccc(F)cc1	1.4%	-18.6
COc1ccc(C(=O)O)nc1C	5.5%	6.2
CCc1nnc(NC(=O)c2ccc(S(=O)(=O)N3CCOCC3)cc2)s1	5.5%	nt
COCCNC(=S)NNC(=O)c1cccs1	3.7%	4.8
O=c1[nH]c(-c2ccc(O)cc2)nc2scc(-c3cccs3)c12	2.1%	-1.1
CCC(C)n1c(O)c(C=Nc2cccc(C(F)(F)F)c2)c(=O)[nH]c1=S (stereo not drawn)	0.2%	-8.6
O=C(CSc1nnnn1-c1cccc2ccccc12)N1CCOCC1	2.1%	-2.2
COc1ccc(Cl)cc1-c1nc(SCC(=O)NC(C)C(C)C)n[nH]1 (stereo not drawn)	-1.1%	6.0
OCCC1CN(Cc2cnn(-c3ccc(F)cc3)c2)CCN1Cc1ccsc1 (stereo not drawn)	1.5%	-14.4
COC(=O)C1=C(C)NC2=C(C1c1ccc(O)cc1)S(=O)(=O)c1ccccc12 (stereo not drawn)	1.0%	nt

A draw from above in order of length of the SMILES, rising.
SMILES	M. tuberculosis GlmU	Mtb RmlCD inh
COc1ccc(C(=O)O)nc1C	5.5%	6.2
COCCNC(=S)NNC(=O)c1cccs1	3.7%	4.8
O=C(CSc1nnnn1-c1cccc2ccccc12)N1CCOCC1	2.1%	-2.2
CCc1nnc(NC(=O)c2ccc(S(=O)(=O)N3CCOCC3)cc2)s1	5.5%	nt
CC1(c2ccccc2)NC(=O)N(Cc2ccc([N+](=O)[O-])cc2)C1=O (stereo not drawn)	-4.1%	3.6
COC(=O)C1=C(C)NC2=C(C1c1ccc(O)cc1)S(=O)(=O)c1ccccc12 (stereo not drawn)	1.0%	nt

Rewritten bar-delimited: entries from further up
structure | M. tuberculosis GlmU | Mtb RmlCD inh
C=CCOC(=O)C1=C(C)Nc2[nH]c(=O)[nH]c(=O)c2C1c1ccccc1 (stereo not drawn) | -5.0% | 7.9
Oc1[nH]c2ccccc2c1N=Nc1ccc(F)cc1 | 1.4% | -18.6

Next compounds.
SMILES	M. tuberculosis GlmU	Mtb RmlCD inh
C/C(=N\NC(=O)C1CC1)c1ccccc1O	-1.5%	3.4
CCS(=O)(=O)NCc1nnc2n1-c1ccc(Cl)cc1C(c1ccccc1)=NC2	3.0%	-17.2
CSc1sc(-c2n[nH]c(=S)n2C)c2c1C=CCC2	3.9%	2.7
O=C(Nc1ccc(Cl)cc1C(=O)c1ccccc1)c1ccc(Br)o1	1.1%	-5.3
CC(=O)c1c(C)[nH]c(C(=O)Nc2cccc(S(=O)(=O)N3CCOCC3)c2)c1C	-3.6%	22.4
Cc1noc(NS(=O)(=O)c2ccc(NC(=O)COc3ccc(Cl)cc3Cl)cc2)c1C	nt	12.2
CCn1c(COc2ccccc2)nnc1SCC(=O)c1cccc([N+](=O)[O-])c1	0.5%	nt
O=C1/C(=C/c2ccc(F)cc2)SC(=S)N1Nc1ncc(C(F)(F)F)cc1Cl	5.1%	3.5
COc1ccc(/C=C/C(=O)NC(=S)N2CCN(C)CC2)cc1	3.9%	9.3
CSCCC(NC(N)=O)C(=O)Nc1ccc2ccccc2c1 (stereo not drawn)	-5.4%	4.9
C=CC[n+]1c(-c2ccc(Cl)cc2Cl)csc1Nc1c(C)n(C)n(-c2ccccc2)c1=O	-0.1%	-11.5
CN1c2ccccc2C(=O)/C(=C\Nc2ccc(F)cc2)S1(=O)=O	-8.6%	-7.9
O=C1c2ccccc2C(=O)N1CCc1csc(-c2ccc(F)cc2)n1	-2.2%	-4.8
CCCCn1c(SCC(=O)NC2CC(C)(C)NC(C)(C)C2)nc2cc(S(N)(=O)=O)ccc21	0.6%	3.9
c1ccc(C(c2nnnn2Cc2ccco2)N2CCN(C3CCCC3)CC2)cc1 (stereo not drawn)	-4.0%	7.8
COc1ccc(N(CC(=O)NCc2ccco2)S(C)(=O)=O)cc1OC	0.2%	-2.7
O=C(NCCc1nc(-c2ccccc2Cl)no1)C1CCCCC1	1.0%	nt
O=C(NCC(F)(F)F)Nc1cccnc1	1.9%	42.4
CCOC(=O)C1=C(O)C(=O)NC(c2ccccc2)=C(OC2CCCCC2)C1	4.7%	2.3
CSc1cccc(NC(=S)Nc2ccc(F)cc2)c1	4.2%	nt
Cc1csc(C(=O)O)c1-n1cccc1	3.7%	-12.8
COc1ccc(-c2cc(C(=O)Nc3c(C)nn(Cc4ccccc4Cl)c3C)no2)cc1OC	-5.2%	-5.7
Cc1onc(-c2ccccc2Cl)c1C(=O)Nc1ccccc1C(N)=O	0.8%	-12.5
Cc1ccc(-c2nn(-c3ccccc3)cc2C(=O)N2CCOCC2)cc1C	-0.6%	-11.0
NC(=O)C1CCCN(C(=S)Nc2cccc3ccccc23)C1 (stereo not drawn)	1.2%	-2.0
COc1cc(CCCN2C(=S)NC[C@@H]2c2ccccc2)cc(OC)c1OC	0.3%	nt
COc1ccc2cc(CN(CC3CCCO3)S(=O)(=O)c3ccccc3Cl)c(=O)[nH]c2c1 (stereo not drawn)	-1.4%	15.1
C=C1CCN(C(Cc2ccccc2)C(=O)OC)S(=O)(=O)c2ccc(F)cc21 (stereo not drawn)	0.9%	nt
CCOC(=O)N/N=C/c1ccc(N(CC)CC)cc1O	2.3%	5.4
O=C(COc1ccc(/C=N/NC(=O)c2ccc(O)cc2)cc1)Nc1cccc([N+](=O)[O-])c1	4.7%	13.6

Reprinted at random: 4 compounds from above, in no set order.
SMILES	M. tuberculosis GlmU	Mtb RmlCD inh
Cc1csc(C(=O)O)c1-n1cccc1	3.7%	-12.8
CCOC(=O)N/N=C/c1ccc(N(CC)CC)cc1O	2.3%	5.4
C=C1CCN(C(Cc2ccccc2)C(=O)OC)S(=O)(=O)c2ccc(F)cc21 (stereo not drawn)	0.9%	nt
Cc1ccc(-c2nn(-c3ccccc3)cc2C(=O)N2CCOCC2)cc1C	-0.6%	-11.0

(more compounds)
SMILES	M. tuberculosis GlmU	Mtb RmlCD inh
Cc1ccc(S(=O)(=O)N2CCN(C(=O)c3ccccn3)CC2)c(C)c1	-0.1%	8.9
COC(=O)c1cn(C(=O)c2ccc(C)cc2C)c2ccccc12	-0.3%	3.7
C/C(=N\OCc1nc2ccccc2c(=O)n1/N=C/c1cc(C)cc([N+](=O)[O-])c1O)c1ccccc1	2.5%	9.6
COc1ccc(-c2cc(=O)oc3c(C)c(OC(=O)c4cccs4)ccc23)cc1	2.6%	-6.0
Cc1ccccc1NC(=O)CSc1nnc(C)c(=O)[nH]1	2.9%	-11.9
CC1=NNC(=O)C1C(c1ccc(Cl)cc1)C(C#N)C#N (stereo not drawn)	2.1%	-7.2
CCN(CC)S(=O)(=O)c1ccc(N2CCCC2)c(NS(=O)(=O)c2cccs2)c1	1.0%	-1.3
COc1ccc(Cc2nc3c4c(ncn3n2)Oc2c(ccc3ccccc23)C4c2ccc(OC)c(OC)c2)cc1 (stereo not drawn)	2.4%	16.7
CN(C)c1ccc(/C=N/c2cc(-c3ccccc3)nn2-c2ccccc2)cc1	-6.1%	1.2
O=C(CCC1CC(=O)Nc2ccccc21)NCc1ccccc1 (stereo not drawn)	0.5%	-8.5
CCCCC(CC)CNC(=O)c1ncn[nH]1 (stereo not drawn)	1.8%	10.6
CC(C)(C)C(=O)Nc1cccc(OC(F)(F)C(F)Cl)c1 (stereo not drawn)	-1.8%	8.6
O=C(COc1ccccc1)NCC(=O)Nc1ccc(S(=O)(=O)NCc2ccco2)cc1	-0.7%	20.3

The list is partial; the hit share may differ from the screen's.
